High-throughput results (PubChem BioAssay)
Yeast growth tox: Inhibits yeast growth, turbidity readout. AID 685. S. cerevisiae wild-type growth, A595 turbidity, 16 h. actives 0.3% (n = 30,000). growth inhibition, % at 25 µM (by protocol);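 active = mutant and wild-type yeast strains alike exhibit over 30% growth inhibition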;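 note: 0% = untreated cell controls and 100% = YPD media blanks without cells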
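system = S. cerevisiae wild-type or eIF2Bepsilon-R284H mutant strain | buffer or medium = YPD medium | dosing = one dose, 25 µM compound, 0.2% DMSO | schedule = 16 h at 30 °C | measured by = A595 turbidity | evaluation = growth inhibition (%) versus cell controls and blanks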
Yeast eIF2B: modulators of yeast eIF2B activity; S. cerevisiae eIF2B-epsilon R284H, GCN4-lacZ luminescence; inhibition, % at 25 µM (by protocol); actives 0.91% (n = 27,000); AID 688;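 active = mutant luminescence inhibited past about 50% while wild type luminescence and mutant growth stay under set limits, limit read from the data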; note: some compounds called inactive have numbers as strong as hits
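System: Yeast eIF2B-epsilon R284H mutant carrying GCN4–beta-galactosidase fusion | Read-out basis: Percent inhibition, luminescence and growth | Compound: 25 µM single dose | Times: 16 h at 30 °C exposure | Measured by: Luminescence and A595 | Buffer or medium: YPD medium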
Yeast growth tox inhibition %: also measured in Yeast growth tox; calls as there; growth inhibition, %; S. cerevisiae eIF2Bepsilon-R284H mutant growth, A595 turbidity, 16 h;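 each compound tested once at 25 µM; 0% equals untreated cells and 100% equals cell-free medium blanks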
Yeast eIF2B mutant toxicity: also measured in Yeast eIF2B; calls as there; growth inhibition, %; measured here: mutant yeast growth, toxicity;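 each compound tested once at 25 µM; zero equals untreated control growth and 100 equals blank medium absorbance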
* marks the source's active call; other numbers are inactive results; nt = no result given. This is a subset. The share of hits here may be higher or lower than overall.

SMILES	Yeast growth tox	Yeast growth tox inhibition %	Yeast eIF2B	Yeast eIF2B mutant toxicity
COc1ccc2nc(SCC(=O)NN)cc(C)c2c1	-6	-24	-17	-24
CCOCCCNC(=O)C1CCN(S(=O)(=O)c2ccc(C)cc2)CC1	-15	-10	-2	-10
NCCCSC1=NCCCN1	26	14	28	14
Cc1ccccc1Cc1c(C)nc2c(C(=O)NCc3ccco3)cnn2c1C	-32	8	9	8
Cc1cc2c3c(c1)C1(SCC(=O)N1c1ccc(F)cc1)C(=O)N3C(C)(C)CC2C (stereo unspecified)	2	12	24	12
COC(=O)C1=CN(CC2CCCO2)C=C(C(=O)OC)C1c1ccsc1 (stereo unspecified)	-11	-3	22	-3
O=C(O)CCC(=O)NCc1ccc(F)cc1	5	21	nt	nt
COc1cccc2sc(N(C)c3ccccc3)nc12	4	0	27	nt
O=C1Nc2ccccc2C1(O)Cc1ccncc1 (stereo unspecified)	-3	-17	8	-17
O=C(Nc1cccnc1)Nc1ccccc1Cl	9	21	24	21
CCCCN(CC)C(=O)c1n[nH]c(=O)c2ccccc12	11	6	17	6
COc1ccc(N2CCN(C(c3cc4ccc(C)cc4[nH]c3=O)c3nnnn3C3CCCC3)CC2)cc1 (stereo unspecified)	18	14	19	14
COc1cc(S(=O)(=O)N2CCN(C)CC2)c(OC)cc1Br	19	7	13	7
COc1ccc(CN(CC2CCCO2)C(=O)CN2C(=O)C(C)Oc3ccc(C)cc32)cc1OC (stereo unspecified)	15	-5	-19	-5
Cc1ccc(C(=O)Oc2ccc(C(=O)COC(=O)c3cnccn3)cc2)cc1	-3	-14	11	-14
CC(C)(C)c1ccccc1OCCOCCSc1ncccn1	4	3	nt	nt
COc1ccc(CN2CCN(S(=O)(=O)c3ccc(C)cc3)CC2)cc1Br	3	10	5	10
Clc1ccc(N2CCN(c3ncnc4c3oc3ccccc34)CC2)cc1	-14	-31	4	-31
CCOC(=O)/C(C#N)=C/c1cc(C)n(-c2ccc(Br)cc2)c1C	19	0	nt	nt
CCOc1ccccc1NC(=O)C1CCN(C(=O)NCc2ccccc2)CC1	18	-16	-13	-16
CC(C)Cn1cnc2sc3c(c2c1=N)CCCC3	35	7	nt	nt
C=CCn1c(SCc2nc(N)nc(N(C)C)n2)nnc1-c1cccnc1	8	8	21	8
CCCOc1ccc2ccccc2c1/C=N/n1c(C)nnc1-n1nc(C)cc1C	29	11	16	11
CCN(CCC(=O)Nc1ccc(Br)c(C)c1)Cc1ccccc1	7	16	nt	nt
COc1cccc(NC(=O)COc2ccc(C)cc2)c1	nt	nt	-11	nt
O=C(NCc1ccc(N2CCCC2=O)cc1)NC1CCCCC1	25	-9	1	-9
COc1ccc(CS(=O)(=O)/C(Cl)=C(/Cl)C(=O)Nc2ccc(OC)nc2)cc1	2	-3	-6	-3
CCOC(=O)CSc1nc2c(sc(=S)n2Cc2ccco2)c(=O)n1-c1ccc(F)cc1	5	10	-24	10
CCC(Sc1nc2n[nH]c(C)c2c(=N)n1-c1ccc(C)c(Cl)c1)C(=O)N1CCOCC1 (stereo unspecified)	-8	-29	40	-29
Cc1nn(Cc2ccc(F)cc2)c(C)c1NC(=O)c1cnn2c1NC(c1cccs1)CC2C(F)(F)F (stereo unspecified)	14	9	nt	nt
CCc1nc(-c2ccccc2O)n(-c2ccccc2)n1	32	0	18	nt
Cc1cc(C)n2cc(CSc3nnnn3-c3ccccc3)nc2n1	23	0	19	nt
COc1ccc(CNC(=O)Nc2ccc(C)cc2)cc1	-26	2	2	2
COc1ccccc1C1C(C(=O)c2cc3ccccc3o2)=C(O)C(=O)N1CCN1CCOCC1 (stereo unspecified)	6	10	15	10
Cc1cc(-c2cccs2)c2c(n1)sc1c(=O)[nH]c(=O)[nH]c12	8	0	31	nt
CN(C)c1ccc(-c2nn3c(-c4ccncc4)nnc3s2)cc1	16	0	21	nt
Cc1nc2ccccc2n1CC(=O)NCCN1CCCC1	-2	0	-5	nt
COc1ccc(C(=O)Oc2ccc(/C=N/O)cc2)cc1	nt	nt	27	nt
Cc1ccc(C)c2[nH]c(=O)c(CCNC(=O)c3ccc(Br)o3)cc12	8	-3	9	-3
COc1ccc(N2CCN(Cc3cc(=O)oc4cc(C)c(Cl)cc34)CC2)cc1	-4	4	21	4
Cc1nc(N2CCc3ccccc32)[nH]c(=O)c1CCC(C)C	2	-6	4	-6
Cn1c(SCC(=O)c2ccccc2)nnc1-c1ccco1	18	7	-15	7
CCN1CCN(c2nc3ccccc3nc2C(C#N)S(=O)(=O)c2ccc(C)cc2)CC1 (stereo unspecified)	-3	-25	26	-25
CCOC(=O)c1sc(C)c2c1NC(C)(c1ccccc1)NC2=O (stereo unspecified)	-7	10	-3	10
Cc1ccc2c(n1)sc1c(N)ncnc12	-2	-11	13	-11
COc1ccc2[nH]c(=O)c(-c3noc(-c4ccc(F)cc4)n3)cc2c1	-52	-11	-3	-11
N=C1C(c2nc(-c3ccc(Cl)cc3)cs2)=C(O)CN1CCCN1CCOCC1	19	21	2	21
Cc1ccc(-c2nnn(CCC(=O)Nc3ccc4c(c3)OCO4)n2)cc1	-55	-36	8	-36
CCCCNC(=O)CCc1nc2cccnc2n1Cc1ccc(OC)cc1	-8	10	15	10
CCCC(=O)Nc1ccccc1N1CCN(C(=O)c2ccccc2)CC1	4	32	30	32
COc1ccc2[nH]c(=O)c(CN(C(=O)COc3ccccc3)C(C)C)cc2c1	-1	19	13	19
C(#Cc1ccccc1)CN1CCN(c2ccccn2)CC1	15	-12	10	-12
S=c1nc(C2CC2)[nH]c2ccccc12	9	4	-11	4
O=C(c1ccccc1)N1CCN(C(=O)c2ccccc2)CC1	5	6	9	6
O=C(Nc1ccc(F)cc1)c1cccc2c1C(=O)N(Cc1ccccn1)C2	10	14	-39	14
CC(=O)Nc1ccc(NS(C)(=O)=O)cc1	15	8	14	8
COc1ccc(S(=O)(=O)N(CCCN2CCOCC2)Cc2cccc3ccccc23)cc1	3	-25	3	-25
CC1=NN(/C(=N\c2nnc(C)s2)Nc2ccccc2)[C@H](c2ccc(C)cc2)S1	20	-6	nt	nt
CCN(C(=O)c1c(-c2ccccc2)noc1C)c1ccccc1	nt	nt	16	nt
Cn1c(N2CCCCC2)nc2c1c(=O)n(Cc1cccc(Br)c1)c(=O)n2C	1	-2	5	-2
(cont.)
SMILES	Yeast growth tox	Yeast growth tox inhibition %	Yeast eIF2B	Yeast eIF2B mutant toxicity
COc1ccc(S(=O)(=O)Nc2nc3n(n2)C(c2ccc(Cl)cc2)CC(=O)N3)cc1 (stereo unspecified)	2	-23	19	-23
CSc1snc(SCC(N)=O)c1C#N	nt	nt	-12	nt
CC1(C)Cc2nc(NCCCO)c(C#N)cc2CO1	nt	nt	13	nt
O=C(O)CCc1ccc(-c2cccs2)n1CC1CCCO1 (stereo unspecified)	4	6	26	6
CCOc1cccc(N2C(=O)CC(N3CCC(C(N)=O)(N4CCCCC4)CC3)C2=O)c1 (stereo unspecified)	nt	nt	26	nt
CCCOc1ccc(CC(=O)NNC(=S)Nc2ccccc2)cc1Br	2	15	-18	15
CC(C)NC(=O)Cn1nnc(-c2cccc(NC(=O)c3ccccc3F)c2)n1	1	16	-3	16
O=C(O)C1CCCCC1C(=O)NCCCn1ccnc1 (stereo unspecified)	14	6	6	6
O=C(Nc1ccccc1)c1ccc(N2CCN(c3ccccn3)CC2)c(S(=O)(=O)N2CCOCC2)c1	3	16	-5	16
CN(C)CCCOC(=O)c1ccccc1	16	2	21	2
Cc1ccccc1NC(=O)c1nc[nH]c1C(=O)NCc1ccccc1	-11	-21	-15	-21
Cc1ccc(C(=O)Nc2ncc3c(n2)CC(c2ccco2)CC3=O)cc1 (stereo unspecified)	-21	0	6	nt
Cc1c(OCC(F)(F)F)ccnc1CSc1nc2ccccc2[nH]1	-1	-5	35	-5
O=C(Nc1ccc(Cl)cc1-c1nc2ccccc2s1)c1ccco1	-17	-10	5	-10
COc1ccc(-c2oc(/N=C/N3CCCC3)c(C#N)c2-c2ccc(OC)cc2)cc1	0	11	9	11
COc1ccc(NC(=O)C2c3cc(OC)c(OC)cc3C(=O)N(C)C2c2cccnc2)cc1OC (stereo unspecified)	2	0	4	nt
Cc1cc(C)nc(/N=C/c2c(O)n(C)c(=O)n(C)c2=O)n1	-1	-4	19	-4
Cn1c(SCC(=O)c2ccc3c(c2)OCO3)nnc1C1COc2ccccc2O1 (stereo unspecified)	18	18	1	18
O=C(CN1CCN(C(=O)c2ccccc2F)CC1)Nc1ccc(Br)cc1	-1	-13	18	-13
CCOC(=O)N1CCN(C(=O)CNC(=O)Cc2ccc(Cl)cc2)CC1	7	6	17	6
Cc1ccc(C(=O)COc2nc(C)cc(C)c2C#N)cc1	-42	19	-3	19
COCCNC(=O)c1cn(Cc2c(F)cccc2Cl)nn1	13	-24	-50	-24
COc1ccc(C(=O)NCc2ccccc2OC)cc1	15	-5	7	-5
Cc1ccc(-c2cc(C(=O)NC3=NCCS3)c3cc(Br)ccc3n2)o1	33	-16	-5	-16

6 entries from above, as a markdown table:
| Compound | Yeast growth tox | Yeast growth tox inhibition % | Yeast eIF2B | Yeast eIF2B mutant toxicity |
| --- | --- | --- | --- | --- |
| Cn1c(SCC(=O)c2ccc3c(c2)OCO3)nnc1C1COc2ccccc2O1 (stereo unspecified) | 18 | 18 | 1 | 18 |
| O=C(CN1CCN(C(=O)c2ccccc2F)CC1)Nc1ccc(Br)cc1 | -1 | -13 | 18 | -13 |
| CCOC(=O)N1CCN(C(=O)CNC(=O)Cc2ccc(Cl)cc2)CC1 | 7 | 6 | 17 | 6 |
| Cc1ccc(C(=O)COc2nc(C)cc(C)c2C#N)cc1 | -42 | 19 | -3 | 19 |
| COCCNC(=O)c1cn(Cc2c(F)cccc2Cl)nn1 | 13 | -24 | -50 | -24 |
| COc1ccc(C(=O)NCc2ccccc2OC)cc1 | 15 | -5 | 7 | -5 |

(list continues)
SMILES	Yeast growth tox	Yeast growth tox inhibition %	Yeast eIF2B	Yeast eIF2B mutant toxicity
Cc1cc(Cl)ccc1Oc1cccc(C(=O)/C(C#N)=C/N(C)C)c1	18	22	14	22
COC(=O)Nc1ccc(S(=O)(=O)Nc2ccc(O)cc2)cc1	-2	10	6	10
CNC(=O)CN1C(=O)C2C3C=CC(C3)C2C1=O (stereo unspecified)	7	29	5	29
O=C(OCCCC(=O)N1CCOCC1)c1ccccc1	12	12	20	12
Cc1cccc(C(=O)Nc2ncc(CN3CCOCC3)s2)c1	16	-10	nt	nt
CC1Cc2ccccc2N1C(=O)c1cc2sccc2n1Cc1ccccc1 (stereo unspecified)	12	11	nt	nt
Cc1ccc(NCCNc2ccc(C)cc2)cc1	nt	nt	-18	nt
CCOc1ccc(S(=O)(=O)N(CC(=O)O)c2ccccc2)cc1	26	28	27	28
COc1ccc(NC(=O)c2c(F)c(F)c(F)c(F)c2F)cc1Cl	-20	0	1	nt
Cn1c(C(C#N)/C(=N\S(=O)(=O)c2cccs2)c2ccccc2)nc2ccccc21 (stereo unspecified)	nt	nt	2	nt
Cn1c(=O)c2c(-c3ccccc3F)c3c(nc2n(C)c1=O)-c1ccccc1C3O (stereo unspecified)	-21	-30	nt	nt
NC(=O)c1ccc(-n2nnnc2SCc2ccccc2)cc1	-10	-19	13	-19
Cc1ccc(CNC(=O)CSc2c3c(nc4ccc(Cl)cc24)CCCC3)o1	-1	0	15	nt
CN(C)c1nc(N)nc(-c2nc3ccccc3s2)n1	4	18	29	18
Cc1cc(NC(=O)C(=O)NCCN2CCN(C(=O)c3cccs3)CC2)ccc1Br	-30	-21	-35	-21
O=S1(=O)CC(O)C(NCc2ccco2)C1 (stereo unspecified)	6	3	21	3
CCN1C(=O)/C(=C2\C=Cc3cc(C)ccc3N2CC)OC1=S	nt	nt	-13	nt
COc1cccc2cc(C(C)N(CCCN3CCOCC3)C(=O)Nc3ccc(Cl)cc3)oc12 (stereo unspecified)	11	-14	29	-14
Cc1ccc(-n2nnc3c(=O)n(CC(=O)N4CCCC4)cnc32)cc1	6	-5	16	-5
COc1ccc(S(=O)(=O)NCC(=O)N(CC(=O)NCC2CCCO2)c2c(C)cccc2C)cc1 (stereo unspecified)	21	4	0	4
COc1ccc(CCNC(=O)CSc2nnc(Cc3csc(N)n3)n2C)cc1OC	16	-16	-22	-16
Cc1ccc(NC(=O)C(CC(C)C)NC(=O)C2CCC(C)CC2)nc1 (stereo unspecified)	26	14	16	14
COc1ccc(-c2nnc(-c3ccc(OCC(C)C)cc3)o2)cc1	-10	-55	12	-55
COC(=O)c1cc(C)sc1NC(=O)c1cccnc1	7	22	nt	nt
Cc1ccc(S(=O)(=O)Nc2ccc(NC(=O)CN3CCCCC3)cc2)cc1	0	6	-8	6
CCOC(=O)c1ccccc1NC(=O)c1cccc(F)c1	22	25	14	25

Filtered by structure, the entries above with a CF3 group
SMILES	Yeast growth tox	Yeast growth tox inhibition %	Yeast eIF2B	Yeast eIF2B mutant toxicity
Cc1nn(Cc2ccc(F)cc2)c(C)c1NC(=O)c1cnn2c1NC(c1cccs1)CC2C(F)(F)F (stereo unspecified)	14	9	nt	nt
Cc1c(OCC(F)(F)F)ccnc1CSc1nc2ccccc2[nH]1	-1	-5	35	-5
